Screens (PubChem)
HEK293 tox = HEK 293 cell cytotoxicity. HEK 293 viability, ATP luminescence (CellTiter-Glo), 48-72 h. Potency, µM (highest dose often 115 µM), for inactives: at the highest dose activity change, negative = cytotoxicity, usual class: inhibitors. 6.6% of 94,000 active. AID 1345083; further: potency means the concentration at half of the fitted maximal effect; nearly all actives have a fitted effect of over 60% in size
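CellTiter-Glo luminescence (cellular ATP) was read after 48 or 72 hr of compound exposure at 37 degree Celsius. Cells were HEK 293 plated at 250 cells/well.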
FLuc inh = Photinus pyralis luciferase inhibition. AID 1347043. purified P. pyralis luciferase, luminescence, biochemical. P08659. 2.5% of 76,000 active. Potency, µM (top dose mostly 115 µM), for the others: top-dose activity change, negative = inhibition, hits mostly inhibitors; further: potency means the concentration at half of the fitted maximal effect; nearly all actives have a fitted effect of over 65% in size
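Luminescence read by CCD imager after adding enzyme (10nM final) to wells holding compound, titrated in qHTS. Substrates 10uM each D-luciferin and ATP; buffer 50mM Tris acetate pH 7.5, 10mM Mg acetate, Tween-20, BSA.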
IP6K1 inh = inhibitors of human IP6K1 | IP6K1 kinase, ADP-Glo luminescence, 2 h; stronger effect = lower value | activity change, % (series mostly up to about 58 µM) | 0.81% of 140,000 active | AID 1645851; in the data active means activity change below about -25%
Target sequence (Q92551 whole entry, looked up): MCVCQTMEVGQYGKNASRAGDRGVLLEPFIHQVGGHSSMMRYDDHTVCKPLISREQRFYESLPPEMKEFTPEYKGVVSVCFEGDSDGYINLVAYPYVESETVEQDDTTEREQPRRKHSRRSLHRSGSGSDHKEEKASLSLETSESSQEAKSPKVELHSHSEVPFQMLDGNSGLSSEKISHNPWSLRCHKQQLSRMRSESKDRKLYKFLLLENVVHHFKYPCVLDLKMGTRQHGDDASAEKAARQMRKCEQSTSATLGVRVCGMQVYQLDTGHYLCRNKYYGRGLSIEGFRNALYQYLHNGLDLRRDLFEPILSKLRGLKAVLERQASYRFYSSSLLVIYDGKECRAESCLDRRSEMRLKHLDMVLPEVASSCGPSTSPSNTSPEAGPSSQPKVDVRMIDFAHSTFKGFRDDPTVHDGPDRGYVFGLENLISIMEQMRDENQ
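ADP-Glo luminescence measures ADP made by human IP6K1 during a 2 h RT reaction with ATP/IP6 (mix at 1.3 mM/130 uM); top library doses 57.5 and 19.1 uM final.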
SNCA viab count = cell viability loss counter-screen; HEK-293-SNCA-luc viability, GF-AFC fluorescence, 24 h; Potency, µM (doses to about 57.1 µM), for the others: top-dose activity change, negative = cytotoxicity, hits mostly cytotoxic; 0.12% of 150,000 active; AID 1671193;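 further: potency means the concentration at half of the fitted maximal effect; 0% = DMSO-treated cells and -100% = medium-only wells without cells; nearly all actives have a fitted effect of over 30% in size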
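Cytotoxicity counterscreen: after 24 h compound treatment of genome-edited SNCA-luciferase HEK-293 cells, live-cell protease substrate GF-AFC read by fluorescence after 30 min; activity scaled between DMSO (0%) and medium-only (-100%), curves Hill-fitted.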
GPT2 inhibitor = inhibitors of human GPT2 alanine aminotransferase | AID 1671188 | Recombinant GPT2, coupled pyruvate oxidase/HRP Amplex Red fluorescence | 0.25% of 100,000 active | Potency, µM (series often up to 57.7 µM), for the others: at the highest dose activity change, negative = inhibition, hits mostly inhibitors; further: potency means the concentration at half of the fitted maximal effect; nearly all actives have a fitted effect of over 60% in size; many of its hits are not listed in these tables
Target sequence (Q8TD30 whole entry, looked up): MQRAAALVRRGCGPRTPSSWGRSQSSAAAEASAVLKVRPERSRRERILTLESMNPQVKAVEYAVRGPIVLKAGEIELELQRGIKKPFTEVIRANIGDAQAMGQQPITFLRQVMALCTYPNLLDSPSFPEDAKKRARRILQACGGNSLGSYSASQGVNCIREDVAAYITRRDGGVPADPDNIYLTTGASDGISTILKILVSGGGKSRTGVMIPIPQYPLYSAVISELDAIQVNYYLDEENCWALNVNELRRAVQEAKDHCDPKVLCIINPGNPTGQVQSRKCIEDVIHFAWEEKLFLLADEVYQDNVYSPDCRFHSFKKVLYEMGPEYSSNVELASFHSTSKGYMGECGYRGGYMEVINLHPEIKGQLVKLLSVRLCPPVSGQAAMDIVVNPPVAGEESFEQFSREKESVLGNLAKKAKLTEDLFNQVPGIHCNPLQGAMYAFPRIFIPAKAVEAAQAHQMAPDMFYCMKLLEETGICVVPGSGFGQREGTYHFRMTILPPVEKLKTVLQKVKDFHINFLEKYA
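GPT2 10ng/uL, a-KG 250uM, L-Ala 2mM, HEPES pH7.5 + 0.0001% Tween; 30 min RT. Then Amplex mix (PO/HRP/ThPP), 30 min RT dark, fluorescence. AOA 50uM used as positive control.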
SNCA expr inh = reduces expression of the alpha-synuclein gene; HEK-293 SNCA-luciferase knock-in, luminescence, 24 h; Potency, µM (top dose mostly 57.2 µM), inactives show at the top dose activity change, negative = inhibition, most hits filed as inhibitors; 0.17% of 140,000 active; AID 1671194;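 further: potency means the concentration at half of the fitted maximal effect; plate controls were DMSO cells for no effect and cell-free wells for full effect; nearly all actives have a fitted effect of over 45% in size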
NIH3T3 tox = cytotoxic compounds in NIH 3T3 cells; 4.3% of 94,000 active; NIH 3T3 viability, CellTiter-Glo ATP luminescence, 48-72 h; AID 1345082; Potency, µM (top dose mostly 96.7 µM), for inactives: top-dose activity change, negative = cytotoxicity, usual class: inhibitors; further: potency means the concentration at half of the fitted maximal effect; nearly all actives have a fitted effect of over 55% in size
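Cytotoxicity was measured by CellTiter-Glo ATP luminescence after 48 or 72 h compound exposure at 37 °C. Mouse NIH 3T3 fibroblasts were seeded at 400 cells/well and dosed by 23 nL pin transfer.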
* = called active by the depositor; i = inactive; ? = inconclusive; / = no result given; & = joins results of further samples; [ ] = remark or other dose. Unless noted, the call rests on the fitted dose curve; in most records, active means well fitted curve in the direction sought with a large enough effect; inconclusive means small, poorly fitted or top-dose-only effect, or another doubt; inactive means no such curve, though single readings can be large; an effect the other way counts as inactive or inconclusive. Unless noted, on the % scale 0 is the no-effect control and ±100 the full control effect.

SMILES	HEK293 tox	FLuc inh	IP6K1 inh	SNCA viab count	GPT2 inhibitor	SNCA expr inh	NIH3T3 tox
Cc1ccc(-n2cccc2CC(=O)N2CCN(C3CCN(C)CC3)CC2)cc1	-25%	-9%	5	4%	4%	9%	-17%
OC1CCCCC1N1CCC(c2ccccc2)CC1 (stereo unspecified)	/	/	/	4%	?	2%	/
Cn1nc(C2CCCCC2)cc1[C@H]1CN2CC[C@H]1C[C@@H]2CNC(=O)c1ccc2c(c1)OCO2	?	-4%	5	5%	-6%	10%	?
Cc1nc2ccccc2c(=O)n1-c1ccccc1Cl	/	/	-13	11%	-5%[88.5 µM]	-11%	/
FC(F)(F)CN1C2CCC1CN(c1nncc3ccccc13)C2	3%	/	24	-4%	-4%	20%	-8%
CC[C@]1(O)CC[C@H]2[C@@H]3CCC4=CCCC[C@@H]4[C@H]3CC[C@@]21C	/	/	-28*	-21%[23.9 µM]	i	-3%[25.6 µM]	/
CN(C)Cc1ccccc1-c1ccc2n(c1=O)C[C@H]1C[C@@H]2CN(C(=O)c2cccs2)C1	-10%[172 µM]	-13%[172 µM]	-3	2%[87.6 µM]	4%[88.5 µM]	6%[87.6 µM]	-8%[174 µM]
C=C[C@H]1CN2CC[C@H]1C[C@@H]2CNS(=O)(=O)c1cccs1	1%[172 µM]	3%[172 µM]	-2	-1%[87.6 µM]	-2%[88.5 µM]	10%[87.6 µM]	-1%[174 µM]
C/C=C(/C)C(=O)O[C@H]1C(C)=C2[C@H]([C@@H]1OC(=O)CCCCCCC)[C@@](C)(OC(C)=O)C[C@H](OC(=O)CCC)[C@@]1(O)[C@H]2OC(=O)[C@@]1(C)O	/	/	-6	?	?	?	/
Cc1ccc2nc(C(=O)N3CC4CC(C3)c3cccc(=O)n3C4)cn2c1 (stereo unspecified)	2%	2%	15	6%	i[11.5 µM]	-19%	4%
CC1=C2C[C@@H]3[C@@H](CC=C4C[C@@H](O)CC[C@@]43C)[C@@H]2CC[C@]12O[C@H]1C[C@H](C)CN[C@H]1[C@H]2C	/	/	/	-18%	i	12%	/
Nc1c(C(=O)Nc2ccc(Br)cc2F)sc2nc3c(cc12)N1CCC3CC1	/	/	5	?	/	1%	/
NC(=O)c1cc([N+](=O)[O-])cc([N+](=O)[O-])c1	/	/	-21	-16%[23.9 µM]	i	6%[25.6 µM]	/
Oc1ccc2c3c1O[C@H]1c4[nH]c5c(N=C=S)cccc5c4C[C@@]4(O)[C@@H](C2)N(CC2CC2)CC[C@]314	/	/	-97*	-18%	-4%	/	/
Cc1nccc2c1[nH]c1ccccc12	/	/	/	5%	-3%	-20%	/
COc1ccc(-c2cc([C@H]3CN4CC[C@H]3C[C@@H]4CNC(=O)c3ccc(C)cc3)n(C)n2)cc1OC	?	-3%	0	-1%	i	-15%	-7%
CCS(=O)(=O)N1CC(COC)C2(CCNCC2)C1 (stereo unspecified)	i	-2%	11	0%	i	9%	i
c1cncc(CN2CCOC[C@H]3CCNC[C@H]32)c1	7%	7%	2	-10%	3%	-16%	i
NC(=O)CN1CCCC1=O	/	/	13	7%	-12%&-7%	2%	/
CC(C)(C)NC(=O)N1[C@H]2CC[C@@H]1c1cncnc1C2	i	6%	20	-1%	3%	6%	i
O=C(NC[C@H]1C[C@@H]2CCN1C[C@@H]2CN1CCN(c2ccccn2)CC1)Nc1ccccc1	-18%[172 µM]	-11%[172 µM]	5	-5%[87.6 µM]	3%[88.5 µM]	3%[87.6 µM]	?
C=C[C@H]1CN2CC[C@H]1C[C@@H]2CNC(=O)c1ccc(F)c(Cl)c1	-20%[172 µM]	0%[172 µM]	11	12%[87.6 µM]	1%[88.5 µM]	24%[87.6 µM]	?
CC(C)=CC1C(C(=O)OCN2C(=O)C3=C(CCCC3)C2=O)C1(C)C (stereo unspecified)	/	/	-13	57%[23.9 µM]	0%	-8%[25.6 µM]	/
Cc1nc(-c2cccs2)cc([C@H]2CN3CC[C@H]2C[C@@H]3CNC(=O)c2ccc(N(C)C)cc2)n1	35µM*	1%	-8	-20%	4%	-21%	22µM*
CC1(C)C(C(=O)N2CCC3(CC2)Nc2ccccc2NC3=O)C1(C)C	?	0%	-15	-10%	-13%[11.5 µM]	-12%	-29%
O=C(NC1CCCCC1)N1C[C@@H]2C[C@H](C1)c1c(-c3cncnc3)ccc(=O)n1C2	5%[172 µM]	6%[172 µM]	0	0%[87.6 µM]	0%[88.5 µM]	-12%[87.6 µM]	i
O=C([C@H]1CN2CCC1C[C@@H]2Cn1cc(CCO)nn1)N1CCCC1 (stereo partly specified)	i	-4%[172 µM]	16	5%[87.6 µM]	-19%[88.5 µM]	2%[87.6 µM]	-1%[174 µM]
COc1ccc2c(c1)C1(CCN(C(=O)Nc3cccc(C)c3)C1)C(=O)N2C (stereo unspecified)	-16%	-4%	7	7%	i	27%	-7%
CCC(CC)c1cc([C@H]2CN3CC[C@H]2C[C@@H]3CO)nc(-c2ccncc2)n1	112µM*	1%[172 µM]	14	-10%[87.6 µM]	-12%[88.5 µM]	3%[87.6 µM]	112µM*
COc1ccccc1NC(=O)N1C[C@@H]2C[C@H](C1)c1c(-c3cccs3)ccc(=O)n1C2	?	12%[172 µM]	8	-17%[87.6 µM]	i	1%[87.6 µM]	?
CC(C)[C@@H](CN1CC[C@@](C)(c2cccc(O)c2)[C@@H](C)C1)NC(=O)[C@H]1Cc2ccc(O)cc2CN1	/	/	12	-12%	-1%	/	/
COc1ccc(-c2cc([C@H]3CN4CC[C@H]3C[C@@H]4CNC(=O)C3CC3)nc(C)n2)cc1OC	i	8%	9	3%	-3%	1%	-7%
COc1ccc(-c2cn(C[C@H]3CC4CCN3C[C@@H]4C(=O)NCCNC(C)=O)nn2)cc1 (stereo partly specified)	-2%[172 µM]	0%[172 µM]	7	6%[87.6 µM]	i	-6%[87.6 µM]	-23%[174 µM]
CCOC(=O)[C@H]1CN(C(=O)OCc2ccccc2)[C@]2(C)C(=O)N(CC3CC3)c3ccccc3[C@H]12	35µM*	/	-1	0%[23.9 µM]	5%[27.3 µM]	-26%[25.6 µM]	?
COC(=O)[C@@H](N)CCCN=C(N)N[N+](=O)[O-]	/	/	/	10%&5%	-9%	2%&-5%	/
CCOC(=O)[C@H]1CN(C(=O)CCc2ccccc2)[C@]2(C)C(=O)N(CCOC(C)=O)c3ccccc3[C@H]12	89µM*	/	-5	/	/	/	-29%
CC(C)(N)Cc1ccc(Cl)cc1	/	/	12	-18%[23.9 µM]	4%	-35%[25.6 µM]	/
c1ccc(CN2CCCC3(CC(c4ccccn4)=NO3)C2)nc1 (stereo unspecified)	-4%	/	-1	3%	-29%	-8%	-3%
CCOC(=O)[C@H]1CN(C(=O)OCc2ccccc2)[C@]2(C)C(=O)Nc3ccccc3[C@H]12	?	/	10	-10%[23.9 µM]	0%[27.3 µM]	19%[25.6 µM]	-24%[46.1 µM]
CN1CCN(C(=O)Cc2c[nH]c3ncc(-c4ccccc4F)cc23)CC1	-9%[172 µM]	?	-13	7%[87.6 µM]	0%[88.5 µM]	6%[87.6 µM]	?
NC(CP(=O)(O)O)C(=O)O (stereo unspecified)	/	/	/	-8%	i	11%	/
COc1ccc(NC(=O)N2[C@H]3CC[C@@H]2c2cnc(C)nc2C3)cc1OC	i	4%	25	-5%	?	?	i
Cc1nc(-c2cccs2)cc([C@H]2CN3CC[C@H]2C[C@@H]3COC(=O)NC2CCCCC2)n1	45µM*	5%	4	1%	i	?	45µM*
O=[S+]1([O-])NCC2(CCN(Cc3ccncc3)C2)Oc2ncccc21 (stereo unspecified)	i	/	-8	5%	i	-12%	-3%
CC(=O)N1CCC(NC[C@H]2C[C@@H]3CCN2C[C@@H]3c2cc(C3CCCC3)nc(C)n2)CC1	-20%[172 µM]	-1%[172 µM]	1	3%[87.6 µM]	-13%[88.5 µM]	-5%[87.6 µM]	-9%[174 µM]
COc1cc2c(cc1OCc1ccccc1)N(C(=O)[C@@H]1CCCO1)CC21CCN(C)CC1	-17%[172 µM]	-10%[172 µM]	-14	-4%[87.6 µM]	-1%[88.5 µM]	-24%[87.6 µM]	?
COc1cc2c(cc1Oc1ccccc1)NC(=O)C21CCN(c2nc(C)cc(C)n2)CC1	?	1%[172 µM]	-19	-19%[87.6 µM]	-10%[88.5 µM]	?	?
COP(=S)(OC)Oc1ccc(Sc2ccc(OP(=S)(OC)OC)cc2)cc1	/	/	17	11%[23.9 µM]	?	56%[25.6 µM]	/
CC(C)(C)NC[C@H](O)c1ccc(O)cc1Cl	/	/	10	4%	0%	17%[25.6 µM]	/
O=C(Cc1cccc(F)c1)N1[C@H]2CC[C@@H]1c1cnc(-c3ccc(F)cc3)nc1C2	?	11%	13	-7%	i	?	?
COc1ccc([C@@H]2CN(S(=O)(=O)N3CCCC3)[C@@H]3C4CCN(CC4)[C@@H]32)cc1	2%	4%	13	-7%	i	-7%	0%
C[N+]1(C)C2CCC1CC(OC(=O)c1c[nH]c3ccccc13)C2 (stereo unspecified)	/	/	/	-1%	3%	13%	/
c1cc2nc(C3CCNCC3)[nH]c2cn1	4%[230 µM]	-10%[230 µM]	13&-6	-8%&3%[87.6 µM]	-14%[88.5 µM]	17%&-21%[87.6 µM]	3%[174 µM]
CCOP(=S)(OCC)Oc1ccc2c(C)c(Cl)c(=O)oc2c1	/	/	-52*	-16%[23.9 µM]	-10%	-2%[25.6 µM]	/
COc1cc(CCN)cc(OC)c1OC	/	/	-3	52%	1%[88.5 µM]	0%	/
COc1cc2c(cc1Oc1ccccc1)NC(=O)C21CCN(C(=O)c2cccc(O)c2)CC1	45µM*	-9%	-13	?	?	?	?
CCCCc1cn(C[C@H]2C[C@@H]3CCN2C[C@@H]3C(=O)Nc2nccs2)nn1	-2%[172 µM]	2%[172 µM]	8	-6%[87.6 µM]	-43%[88.5 µM]	-15%[87.6 µM]	-23%[174 µM]
COc1cc2c(cc1Oc1ccccc1)NC(=O)C21CCN(C(=O)C(C)C)CC1	?	-1%[172 µM]	-13	-6%[87.6 µM]	-5%[88.5 µM]	-17%[87.6 µM]	-18%[138 µM]

Fetched by compound from the list above (three):
SMILES	HEK293 tox	FLuc inh	IP6K1 inh	SNCA viab count	GPT2 inhibitor	SNCA expr inh	NIH3T3 tox
C[N+]1(C)C2CCC1CC(OC(=O)c1c[nH]c3ccccc13)C2 (stereo unspecified)	/	/	/	-1%	3%	13%	/
O=C(Cc1cccc(F)c1)N1[C@H]2CC[C@@H]1c1cnc(-c3ccc(F)cc3)nc1C2	?	11%	13	-7%	i	?	?
COc1ccc([C@@H]2CN(S(=O)(=O)N3CCCC3)[C@@H]3C4CCN(CC4)[C@@H]32)cc1	2%	4%	13	-7%	i	-7%	0%

Only part of the results is shown (hit frequency here may not be typical).
